GALK inhibitor: galactokinase (human) inhibition; P51570; Purified GALK, Kinase-Glo residual ATP luminescence; Potency, µM (doses to about 57.5 µM), for the others: top-dose activity change, negative = inhibition, usual class: inhibitors; hit rate 0.007% among 270,000; note: potency is the fitted concentration of half-maximal effect; % is set by controls: 0 for no effect and ±100 for the full control effect
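ATP-depletion format; final 35 uM ATP, 100 uM D-galactose, 5 nM enzyme; pH 8.0 HEPES/Mg2+ buffer; 60 min RT; luminescence read 10 min after detection reagent.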
hERG WT inh: KCNH2 (human, wildtype) channel inhibition; hit rate 0.37% among 340,000; Q12809; activity change, % at 1.84 µM; U2OS, BacMam KCNH2, thallium flux FluxOr; active compounds read low;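 active = maximum activity change below -70%; inconclusive = maximum activity change between -70% and -50%; inactive = maximum activity change above -50%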; note: % is set by controls: 0 for no effect and ±100 for the full control effect
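U2OS cells were transduced with wild-type KCNH2 virus (2.03 x 10^8 / mL) for 4 h at room temperature, then cultured overnight at 37 C. Thallium flux was read with FluxOr dye. Rate constants were normalized to DMSO controls.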
Mito fusion act: blocks mitochondrial division or promotes mitochondrial fusion. hit rate 0.23% among 320,000. AID 485298. S. cerevisiae fusion-defective mutant growth rescue, CellTiterGlo 48 h. Potency, µM (series often up to 46.1 µM), for the others: at the top dose growth rescue (activation), actives largely listed as activators;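 note: potency is the fitted concentration of half-maximal effect; % of control where 0% means no effect; nearly all actives have a fitted effect of over 45% in size; temperature-sensitive fusion mutants such as fzo1-1 at 37 °C on non-fermentable ethanol glycerol medium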
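Luminescent cell viability in 1536-well qHTS format served as the measure of rescued growth in ts fusion-mutant S. cerevisiae cultured on non-fermentable YPEG for 48 hours at 37C.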
PKM2 act: increases activity of human pyruvate kinase M2; P14618; purified PKM2, Kinase-Glo ATP luminescence, activation; response scale: 0% is enzyme alone, no compound; Potency, µM (titrated, usually from 57.5 µM), inactives show at the top dose activation, hits mostly activators; hit rate 0.34% among 260,000; AID 1631; note: potency is the fitted concentration of half-maximal effect; % is set by controls: 0 for no effect and ±100 for the full control effect; nearly all actives have a fitted effect of over 55% in size
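Purified hPK-M2 (>95%) run at intermediate activity with 0.1 mM ADP and 0.5 mM PEP in 50 mM imidazole pH 7.2, KCl, MgCl2; 1 h room temperature. ATP formed read by Kinase-Glo luminescence; normalized to uninhibited and no-enzyme controls.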
Eya2 inh: blocks the phosphatase activity of human Eya2; hit rate 0.006% among 330,000; Potency, µM (doses to about 76.9 µM), inactives show at the top dose activity, negative = inhibition, hits mostly inhibitors; recombinant Eya2, OMFP fluorescence dephosphorylation (OMFP is methylfluorescein phosphate); O00167; AID 488837; note: potency is the fitted concentration of half-maximal effect; % is set by controls: 0 for no effect and ±100 for the full control effect
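Eya2 protein (added as 0.2 uM solution) was preincubated with compound for 10 min at ambient temperature in 50 mM HEPES pH 7.5, 50 mM NaCl, 5 uM MgCl2, 0.05% BSA, 1 mM DTT. OMFP (added at 50 uM) then reacted 10 min; fluorescence read at 485/525 nm.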
S-ASM inh: human S-ASM enzyme inhibition; P17405; placental ASM, HMU-PC fluorogenic substrate, 60 min; Potency, µM (doses to about 57.5 µM), without a hit: at the highest dose activity change, negative = inhibition, usual class: inhibitors; hit rate 0.006% among 340,000; AID 504937; note: potency is the fitted concentration of half-maximal effect
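Human placenta-derived ASM enzyme was preincubated with compound for 10 minutes at room temperature, then given fluorogenic substrate HMU-PC0 (9 uM final) for 60 minutes at 37 °C; a pH 10 stop preceded fluorescence reading at Ex 386/Em 447 nm.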
USP2a block: inhibitors of human ubiquitin-specific protease USP2a; USP2 core, Ub-CHOP2 coupled fluorogenic reporter, 485/531; O75604; hit rate 0.01% among 330,000; AID 463254; Potency, µM (doses to about 38.3 µM), for inactives: top-dose activity change, negative = inhibition, usual class: inhibitors;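 note: potency is the fitted concentration of half-maximal effect; plate controls were DMSO wells for no effect and full inhibition by NEM control for full effect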
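Deubiquitinase activity read as fluorescence (485/531 nm) after Ub-CHOP2 cleavage activates the enterokinase reporter on its substrate; USP2 core 10nM, Ub-CHOP2 and substrate 25nM each, 30min compound preincubation then 60min RT; data normalized to NEM, curves fitted.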
Menin-MLL TR inh: displaces Texas Red mutant MLL peptide from human menin. Menin + Texas Red MLL mutant peptide, fluorescence polarization. hit rate 0.23% among 270,000. Potency, µM (top dose mostly 61.6 µM), for inactives: at the top dose FP activity change, negative = inhibition, most hits filed as inhibitors. O00255; active = well fitted inhibition curve with a large enough effect in the polarisation, with a control signal flat, not every such curve was filed as active; inconclusive = small, poorly fitted or top-dose-only effect, or effect the other way, or a change in a side signal; inactive = no such curve, though single readings can be large or run the other way; the % refers to the polarisation; note: potency is the fitted concentration of half-maximal effect; % of control where 0% means no effect; many of its hits are not listed in these tables
BCR signal inh: inhibitors of chronic active B-cell receptor signaling. ABC-DLBCL IkBa-CBG/CBR reporter, luminescence ratio, 4 h. Potency, µM (doses to about 46.1 µM), for inactives: top-dose ratio change, negative = lower green/red ratio, actives largely listed as inhibitors. hit rate 0.05% among 340,000. AID 493014; active = well fitted inhibition curve with a large enough effect in the signal ratio, with a control signal flat, not every such curve was filed as active; inconclusive = small, poorly fitted or top-dose-only effect, or effect the other way, or a change in a side signal; the % refers to the signal ratio;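 note: potency is the fitted concentration of half-maximal effect; plate controls were basal doxycycline-induced cells for no effect and cells given 10 µM MG132 for full effect; MG132 reads +100%, hits lower the ratio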
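Concentration-response series (up to 46 uM) were applied to TMD8 dual-reporter cells for 4 h at 37C with doxycycline. Green/red ratio, after filter-overlap correction, defined %Activity; red signal alone was normalised to basal cells and zero luminescence.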
MBNL1 CUG block: blocks human MBNL1 binding to CUG repeat RNA | Q9NR56 | TR-FRET MBNL1-His/biotin-(CUG)12 binding, 665/545 ratio | Potency, µM (titrated, usually from 57.5 µM), for the others: at the highest dose activity change, negative = inhibition, hits mostly inhibitors | hit rate 0.036% among 280,000 | AID 2675; active = well fitted inhibition curve with a large enough effect in the signal ratio, with a control signal flat, not every such curve was filed as active; inconclusive = small, poorly fitted or top-dose-only effect, or effect the other way, or a change in a side signal; inactive = no such curve, though single readings can be large or run the other way; the % refers to the signal ratio; note: potency is the fitted concentration of half-maximal effect; % is set by controls: 0 for no effect and ±100 for the full control effect
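TR-FRET readout: Ex 340 nm, 665/545 nm emission ratio, normalized to buffer-only (basal) and MBNL1-(CUG)12 controls. Complex of MBNL1-His with Biotin-(CUG)12, compounds 92 nM–58 uM, incubated 60 min at room temperature.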
TSHR antag: antagonists of human thyroid stimulating hormone receptor; TSHR-expressing cells, TSH-stimulated cAMP HTRF, 2 h; active compounds read low; activity change, negative = inhibition, % at 11.5 µM; hit rate 0.2% among 330,000; AID 504810;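 active = activity change below a set negative limit, meaning inhibition stronger than a set level, cut at about -70% in these data; inconclusive = activity change between two set negative limits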; note: % is set by controls: 0 for no effect and ±100 for the full control effect
Target sequence (P16473 whole entry, looked up): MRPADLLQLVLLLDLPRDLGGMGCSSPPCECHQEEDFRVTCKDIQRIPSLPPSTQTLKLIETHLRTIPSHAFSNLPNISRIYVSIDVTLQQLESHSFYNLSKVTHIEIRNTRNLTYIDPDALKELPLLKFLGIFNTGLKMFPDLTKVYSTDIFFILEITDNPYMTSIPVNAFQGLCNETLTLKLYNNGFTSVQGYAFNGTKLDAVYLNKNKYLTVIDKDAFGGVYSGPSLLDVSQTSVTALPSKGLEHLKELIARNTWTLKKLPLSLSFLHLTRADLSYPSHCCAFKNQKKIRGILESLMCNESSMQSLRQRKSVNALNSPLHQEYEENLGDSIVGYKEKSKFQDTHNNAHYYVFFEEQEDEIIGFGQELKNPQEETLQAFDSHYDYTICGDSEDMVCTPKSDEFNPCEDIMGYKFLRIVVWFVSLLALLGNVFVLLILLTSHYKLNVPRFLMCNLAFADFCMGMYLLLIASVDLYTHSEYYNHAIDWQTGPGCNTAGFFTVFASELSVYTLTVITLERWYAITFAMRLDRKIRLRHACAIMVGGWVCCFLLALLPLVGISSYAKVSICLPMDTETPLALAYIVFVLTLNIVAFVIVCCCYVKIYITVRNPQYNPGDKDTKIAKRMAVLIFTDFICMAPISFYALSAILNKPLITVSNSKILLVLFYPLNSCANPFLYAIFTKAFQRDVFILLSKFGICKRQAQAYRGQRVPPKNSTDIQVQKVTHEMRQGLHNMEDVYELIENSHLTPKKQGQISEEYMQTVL
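TSHR-expressing cells were treated with compounds, then stimulated with TSH at EC80 (4nM final) for 2 hours at 37 deg C. Cellular cAMP was measured by HTRF competition between lysate cAMP and cAMP-d2 for a cryptate-labelled anti-cAMP antibody.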
* = called active by the depositor; i = inactive; ? = inconclusive; · = no result given; [ ] = dose if it differs, or a comment. Unless noted, calls come from the whole dose curve; as a rule, active = well fitted curve in the direction sought with a large enough effect; inconclusive = small, poorly fitted or top-dose-only effect, or another doubt; inactive = no such curve, though single readings can be large; an effect the other way counts as inactive or inconclusive. Not all compounds are listed, so the mix of outcomes need not match the whole.

SMILES	GALK inhibitor	hERG WT inh	Mito fusion act	PKM2 act	Eya2 inh	S-ASM inh	USP2a block	Menin-MLL TR inh	BCR signal inh	MBNL1 CUG block	TSHR antag
Cc1nc2sc(C(c3ccco3)N3CC(C)OC(C)C3)c(O)n2n1 (stereo not drawn)	-1%	-7	-1%	8%	-14%	1%	2%	-19%	-1%	?	32
COc1cc(OC)cc(C(=O)N[C@H](C(=O)Nc2cc(F)ccc2C)C(C)C)c1	·	-5	6%	·	2%	-1%	0%	-16%	2%	-8%	-2
COC(=O)c1ccc(OC)c(CN2CCCN(Cc3ccc(F)cc3)S2(=O)=O)c1	2%	10	7%	·	-9%	3%[11.5 µM]	-2%	7%	-14%	-8%	3
Cc1ccc(CS(=O)Cc2ccc(C(=O)NC3CCCC(C)C3C)o2)cc1 (stereo not drawn)	0%	12	-7%	·	-10%	0%	4%	8%	6%	0%	-5
c1ccc(-c2ccccc2OCCCN2CCCC2)cc1	2%	14	4%	-16%	9%	-1%	1%	-16%	-4%	-10%	5
CCCCNS(=O)(=O)c1ccc2nc(-c3cccnc3)cc(C(=O)NCCCN(CC)CC)c2c1	2%	·	-5%	2%	-3%	·	0%	-1%	-7%	?	6
O=C(CS(=O)(=O)Cc1ccccc1)Nc1ccc(S(=O)(=O)N2CCOCC2)cc1	-3%	12	0%	-8%	-2%	5%	2%	0%	-11%	?	2
O=C(OCc1ccc(Cl)c(Cl)c1)c1ccc[nH]1	14%	1	-2%	1%	0%	-6%	1%	?	-3%	-3%	-31
O=C(CSc1nnc(-c2cccs2)n1Cc1ccco1)Nc1ccc2c(c1)OCO2	4%	-13	9%	14%	-1%	-1%	-5%	22%	?	3%	-7
O=C(COC(=O)c1c(F)cccc1F)NCc1ccc2c(c1)OCO2	·	-7	0%	·	4%	0%	0%	·	5%	·	-15
O=C(Nc1cccnc1)c1ccc(CSc2ccccc2)cc1	1%	0	-12%	1%	0%	5%	-4%	-25%	4%	0%	-11
c1ccc(CCn2nnnc2C(c2cccnc2)N2CCN(c3nc4ccccc4s3)CC2)cc1 (stereo not drawn)	0%	6	7%	-4%	-6%	-16%	-11%	5%	?	9%	-9
C=C1CCC(O)C2(C)CCC3C(C)C(=O)OC3C12O (stereo not drawn)	0%	2	5%	·	-5%	11%	4%	13%	6%	-10%	-2
COc1ccc(N2C(=O)c3ccccc3NC2(C)C)cc1	-1%	-21	-6%	-3%	6%	116%[activator]	-1%	12%	-18%	-10%	-2
C[C@H]1CN(C2CCCCC2)C(=O)[C@@H]1CC(=O)NCc1ccccc1	·	-24	0%	-1%	5%	2%	0%	-1%	-13%	-4%	0
Cc1cccc([N+](=O)[O-])c1NC(=O)CN(Cc1ccccc1)Cc1ccccc1	-4%	2	?	5%	-2%	-7%	-3%	-13%	8%	0%	-6
CC(C)(C)c1ccc(/C=C/C(=O)N2CCOCC2)cc1	-5%	6	4%	-9%	3%	1%	0%	-2%	-4%	19%	11
Cc1ccc(-n2nc3c([n+]2[O-])CCc2nonc2-3)cc1	11%	-2	13%	-12%	-24%	1%	0%	-5%	-2%	-3%	-6
COc1ccc(OC)c(Nc2nc(N)nc(CSc3nnc(-c4ccncc4)o3)n2)c1	0%	·	-2%	8%	-5%	·	7%	7%	3%	0%	-2
CCCCNS(=O)(=O)c1ccc(OCC(=O)OC)cc1	1%	-5	4%	2%	14%	-2%	0%	-3%	8%	-1%	-5
C[C@H](CO)N1C[C@H](C)[C@@H](CN(C)S(=O)(=O)c2cn(C)cn2)Oc2ccc(NC(=O)Nc3ccc4c(c3)OCO4)cc2C1=O	·	1	·	·	-13%	7%	4%	·	-3%	·	4
COC(=O)CC(=O)Cc1nc(N)nc(Nc2ccc(C)c(C)c2)n1	-1%	-6	-6%	-4%	-29%	1%	1%	-7%	0%	-4%	-8
Cc1c(-c2ccccc2)n[nH]c1C(=O)N=Nc1c(O)[nH]c2ccccc12	0%	i	-4%	-40%	15%	-5%	1%	?	-9%	3%	-14
Cc1ccc(S(=O)(=O)N2CCC(C(=O)OCC(=O)N(C)CC(=O)Nc3ccc(F)cc3)CC2)cc1C	·	16	-3%	·	5%	-1%	-4%	·	?	·	-8
CCc1ccc(OCC(=O)NC(=S)Nc2ccc(C)cc2C)c(Br)c1	0%	25	-6%	-6%	13%	1%	1%	-9%	?	68%[activator]	2
C=CCOC(=O)C1=C[C@@H](c2coc3ccccc3c2=O)[C@H](CCCO)[C@@H](OCC)O1	2%	-9	2%	-1%	6%	3%	3%	6%	2%	6%	5
CCOc1ccc(NC(=O)Nc2ccc(N(C)C(C)=O)cc2)cc1	-3%	6	0%	0%	·	-1%	·	-2%	·	-5%	·
CCN(C(=O)COC(=O)c1cc(OC)c(OC)cc1[N+](=O)[O-])C1CCS(=O)(=O)C1 (stereo not drawn)	-2%	1	11%	-8%	?	-2%	1%	1%	2%	?	-4
CC(Oc1ccc2c3c(c(=O)oc2c1)CCCC3)C(=O)NCc1ccncc1 (stereo not drawn)	1%	-22	1%	·	-8%	7%	6%	·	4%	-3%	6
C=CCNC(=S)N/N=C/c1ccc(C)s1	0%	3	-28%	2%	2%	-1%	-5%	·	?	?	2
C#CCn1c2ccccc2c2nc3ccccc3nc21	-3%	-1	-19%	·	-9%	10%	2%	43%[activator]	8%	5%	-6
COc1ccccc1-c1nc2ccccc2c(=O)n1NC(=O)c1cccs1	2%	0	-4%	1%	-1%	1%	0%	13%	2%	-8%	7
Nc1nc(NCc2ccco2)nc(Nc2ccc(F)cc2)c1[N+](=O)[O-]	·	0	6%	-1%	-2%	4%	-1%	·	4%	-7%	-2
Cc1ccc(CN2CCC(n3nccc3NC(=O)c3ccccc3C)CC2)o1	-4%	19	-2%	5%	22%	3%	0%	-25%	1%	8%	4
O=S(=O)(NCC(c1ccco1)N1CCN(c2ccccc2F)CC1)c1ccc2c(c1)OCCO2 (stereo not drawn)	2%	-2	2%	-15%	-2%	-4%	-21%	14%	-8%	-15%	46
CC(=O)c1cccc(NC(=O)c2ccc(N(Cc3ccc(C)cc3)S(C)(=O)=O)cc2)c1	-3%	2	3%	-7%	-14%	-15%	-1%	19%	?	1%	-2
COc1ccc(C(CNC(=O)COc2ccc(F)cc2Cl)N2CCCCC2)cc1 (stereo not drawn)	·	40	-1%	·	11%	1%	2%	·	1%	·	-8
O=C(C[C@H]1C/C=C\C[C@H](NC(=O)OCC2c3ccccc3-c3ccccc32)C(=O)O[C@@H](c2ccccc2)CNC1=O)NCCO	·	-2	·	·	-10%	-4%	1%	·	-11%	·	-5
CCOC(=O)c1c(-c2ccccc2)[nH]c2ccc(O)cc12	-1%	-22	10%	0%	11%	0%	-1%	?	?	2%	6
CCOc1ccc2c(c1)c(=O)c(S(=O)(=O)c1ccc(C)cc1)cn2CC	-8%	2	0%	·	-6%	-2%	2%	·	2%	-5%	12
CCOc1ccc(CCNC(=O)COC(=O)c2ccc(Br)o2)cc1OCC	·	1	-16%	·	-6%	3%	0%	·	1%	·	29
Fc1cc(Cl)ccc1NC(=S)NCCN1CCOCC1	6%	6	6%	-3%	3%	-2%	2%	5%	3%	-9%	-9
O=C(CSc1nn(-c2ccccc2)c(=S)s1)NC(=O)NCc1ccco1	-3%	8	-2%	8%	-24%	2%	0%	6%	?	3%	-11
CCOc1ccc(-c2ccc(SCC(=O)NC3CCCCC3)nn2)cc1	1%	-3	-2%	0%	2%	-3%	-1%	?	4%	-3%	11
CCN1CCc2c(sc(NC(=O)c3ccc(S(=O)(=O)N4CCCC4)cc3)c2C(=O)NC)C1	3%	12	1%	-2%	-4%	-2%	0%	8%	-7%	0%	5

High-throughput results (PubChem)
